Compound activity (PubChem BioAssay)
PPARg SRC-1 ag – PPARgamma-driven SRC-1 recruitment agonism; P37231; PPARgamma-SRC-1 coactivator recruitment biochemical assay; activation, % at 8 µM; 200,000 tested, 0.41% active; AID 631; in the data active = activation above about 19%;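 note: 0% = DMSO and 100% = reference agonist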
bIAP act – increases bovine intestinal alkaline phosphatase activity; purified bovine IAP, CDP-star luminescence, 30 min; hits give high values; fold of DMSO-control signal, blank-subtracted; activation factor at 20 µM; 200,000 tested, 0.17% active; AID 1016;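 active = activation factor of 2 or more at 20 µM, a signal rise over negative controls twice the positive control's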
TLR4-MyD88 BLA – blocks binding of human TLR4 to MyD88. O00206+Q99836. HeLa CL3-4 TLR4/MyD88 BLA complementation, FRET ratio. inhibition, % at 8.4 µM. 200,000 tested, 0.18% active. AID 861; in the data active = inhibition above about 25%;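 note: 0% = vehicle and 100% = reference inhibitor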
ROMK mod – human ROMK K+ channel modulation, primary screen. Tet-inducible ROMK, thallium flux fluorescence; actives lie on both sides. 130,000 tested, 2% active. AID 1918. B-score at 10 µM;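 active = signal ratio slope over the read window, or its plate-corrected B-score, at least 3 SD from the plate mean, either direction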;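 note: B-score of the F/F0 ratio slope over 7 to 12 s after thallium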
Target sequence (P48048 whole entry, looked up): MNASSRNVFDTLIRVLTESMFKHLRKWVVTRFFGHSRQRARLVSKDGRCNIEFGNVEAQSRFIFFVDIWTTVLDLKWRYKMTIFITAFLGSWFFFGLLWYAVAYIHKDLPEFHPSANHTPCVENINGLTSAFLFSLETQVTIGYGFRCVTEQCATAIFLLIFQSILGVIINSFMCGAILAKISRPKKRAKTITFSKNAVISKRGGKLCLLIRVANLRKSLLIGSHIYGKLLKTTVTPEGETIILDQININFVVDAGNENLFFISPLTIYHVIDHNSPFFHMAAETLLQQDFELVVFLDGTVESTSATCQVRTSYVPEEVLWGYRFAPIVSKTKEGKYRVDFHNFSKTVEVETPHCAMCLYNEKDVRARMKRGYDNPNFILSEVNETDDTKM
TR-FRET SRC-2 ct – flags TR-FRET format artefacts in PPARgamma SRC-2 recruitment agonist screen; TR-FRET artefact counter-screen; hits give high values; TR-FRET ratio at 8 µM; 200,000 tested, 0.4% active; in the data active = TR-FRET ratio above about 2000; note: inactives centre near 1500; reference of the scale not given here
bIAP inhibitor – blocks bovine intestinal alkaline phosphatase activity | purified bovine IAP, CDP-star luminescence, 30 min | inhibition, % at 20 µM | 190,000 tested, under 10 active | AID 1019;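 active = over 50% inhibition of intestinal alkaline phosphatase at 20 µM in the single-dose screen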
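Incubation: 30 min reaction at room temperature / Material: purified bovine intestinal alkaline phosphatase (IAP) enzyme / Input: enzyme at 1/65,000,000 dilution / Dosing: 20 µM single dose / Signal: CDP-star luminescence signal / Reagent: CDP-star chemiluminescent phosphatase substrate, 30 µM final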
PPARg SRC2 recr – agonists of SRC-2 recruitment by human PPARgamma; P37231; PPARgamma LBD-SRC-2 recruitment, biochemical; activation, % at 8 µM; 200,000 tested, 0.34% active; in the data active = activation above about 22%;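 note: 0% = vehicle and 100% = reference agonist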
PPARg SRC-3 ag – promotes SRC-3 coactivator recruitment by human PPARgamma | biochemical PPARgamma/SRC-3 coactivator recruitment assay | 200,000 tested, 0.26% active | activation, % at 8 µM; in the data active = activation above about 23%;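 note: 0% = DMSO and 100% = reference agonist; some compounds past the cut are filed as inactive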
S1P3 antagonist – S1P3 (human) receptor antagonism; AID 485; 170,000 tested, 0.27% active; CHO S1P3 NFAT-BLA reporter, FRET fluorescence, antagonist mode; inhibition, % at 4.98 µM;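 active = inhibition above the plate cutoff, the mean inhibition of test wells on that plate plus 3 SD, cut at about 28% in these data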;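 note: cells challenged with S1P at its EC80 of 0.8 µM; blue over green emission ratio from cleaved BLA substrate after 4 h stimulation; 0% = S1P-stimulated wells and 100% = unstimulated DMSO-only wells; some compounds past the cut are filed as inactive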
DTT redox prof – compounds producing H2O2 with reducing agent – biochemical, NIH compound library profiling, artefact control for MLSCN library redox annotation, primary screen; DTT-dependent redox cycling H2O2, phenol red/HRP absorbance; 100% = 100 µM peroxide control, 0% = buffer; activation, % at 10 µM; 200,000 tested, 0.03% active; AID 878;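 active = activation of at least 50% relative to the plate's high and low controls in the primary single-dose screen; inactive = activation below 50%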;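 note: compound incubated with DTT at 0.8 mM final as the reducing agent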
L major viab – inhibitors of Leishmania major promastigote growth; inhibition, % at 10 µM; 200,000 tested, 9% active; Leishmania major promastigotes, resazurin fluorescence viability; AID 1063; in the data active = inhibition above about 50%;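 note: promastigotes grown with compound for 44 hours at 28 °C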
* = called active by the depositor; nt = no result given. Random draw from the library (roughly 11% active in at least one column).

# | structure | PPARg SRC-1 ag | bIAP act | TLR4-MyD88 BLA | ROMK mod | TR-FRET SRC-2 ct | bIAP inhibitor
1 | COc1ccc(CN2CCC(CO)(CCOc3ccccc3)CC2)cc1C | -5 | 0.9 | -4 | -0.94 | 1527 | 6
2 | CC1=C(C(=O)Nc2ccc(C)cc2C)C(c2ccc(C)o2)NC(=S)N1 (stereo not drawn) | -3 | 1.1 | 17 | 0.77 | 1488 | -5
3 | CCCC(=O)N(c1ccc2oc(C)c(C(C)=O)c2c1)S(=O)(=O)c1ccc(C)c([N+](=O)[O-])c1 | -4 | 0.7 | -22 | 0.1 | 1359 | 34
4 | COc1ccc(-c2nc(-c3ccc(Br)cc3)no2)c(OC)c1 | 0 | 0.8 | -7 | nt | 1561 | 20
5 | CC(Sc1nc(NCc2ccccc2)nc(N(C)C)n1)C(=O)Nc1ccccc1 (stereo not drawn) | -2 | 1.4 | 1 | nt | 1462 | -44
6 | COc1ccc2cnnc(SCC(=O)Nc3ccccc3)c2c1OC | 4 | 0.9 | -6 | -0.0044 | 1373 | 5
7 | C=CCn1c(=O)n(CCC#N)c(=O)n(CCC#N)c1=O | 0 | 1 | -1 | nt | 1592 | 4
8 | O=C(NCC1CCNCC1)c1ccncc1 | 2 | 1.1 | 2 | nt | 1711 | -5
9 | CCCCOCCCNC(=O)c1ccc(OC)cc1 | 2 | 1 | 4 | -0.89 | 1562 | 4
10 | CC1=CC(C)(C)N(C(=O)CSc2nncn2C)c2ccccc21 | -10 | 0.9 | 7 | nt | 1397 | 11
11 | Cn1c(=O)oc2cc(S(=O)(=O)N3CCCc4ccccc43)ccc21 | 2 | 0.9 | 10 | nt | 1717 | 6
12 | CN(Cc1ccccc1)S(=O)(=O)c1ccc2c(c1)OCCO2 | -6 | 0.5 | -1 | -0.19 | 1604 | 47

# | PPARg SRC2 recr | PPARg SRC-3 ag | S1P3 antagonist | DTT redox prof | L major viab
1 | 0 | -3 | 1 | -1.1 | 85*
2 | -10 | 4 | -1 | -0.1 | 38
3 | -6 | -2 | -5 | -0.3 | -2
4 | 1 | -5 | 3 | 1.1 | -2
5 | 1 | 2 | nt | -2.2 | 16
6 | -7 | -4 | 1 | 0.1 | 12
7 | 4 | -3 | -10 | 4.9 | -9
8 | 5 | 6 | -5 | 0.7 | 1
9 | 9 | 8 | nt | 0.2 | -9
10 | 1 | -6 | nt | 0.2 | -3
11 | 2 | 0 | -21 | -1.5 | 8
12 | -5 | 0 | 31 | -1.2 | 0

Continued.
# | structure | PPARg SRC-1 ag | bIAP act | TLR4-MyD88 BLA | ROMK mod | TR-FRET SRC-2 ct | bIAP inhibitor
13 | COC(=O)[C@H](CCSC)NC(=O)NC1CCN(Cc2ccccc2)CC1 | 0 | 1.1 | -6 | 0.88 | 1511 | -10
14 | COc1ccc(OC)c(/C=C/C(=O)Nc2ccc3c(c2)CCC3)c1 | -5 | 0.9 | -2 | nt | 1620 | 7
15 | O=C(CSc1nc2ccccc2o1)Nc1nc(-c2ccccc2)c(-c2ccccc2)s1 | 9 | 0.8 | -15 | -0.32 | 1596 | 15
16 | CCOCCCNC(=O)C(=O)NCCCOCC | 1 | 0.9 | -8 | nt | 1542 | 6
17 | CCCCNC(=S)Nc1ccc(OC)nc1 | -9 | 0.9 | -8 | 0.043 | 1575 | 7
18 | Cc1sc2ncnc(SCC(=O)c3ccc4c(c3)OCCO4)c2c1-c1ccccc1 | 1 | 0.8 | 5 | nt | 1512 | 18
19 | Nc1ccc(S(=O)(=O)Nc2nccc(/C=C/c3ccc(Br)s3)n2)cc1 | 6 | 1.1 | -10 | -0.65 | 1707 | -12
20 | O=C(CCc1c[nH]c2ccccc12)NCC(=O)Nc1ccc(F)c(F)c1F | -4 | 0.9 | 1 | -1.4 | 1491 | 11
21 | CC(N=Cc1cc([N+](=O)[O-])ccc1O)c1ccccc1 (stereo not drawn) | 5 | 0.9 | 20 | 0.78 | 1582 | 8

# | PPARg SRC2 recr | PPARg SRC-3 ag | S1P3 antagonist | DTT redox prof | L major viab
13 | -7 | -1 | -4 | 1.4 | -7
14 | 7 | 3 | 14 | 1.1 | 10
15 | 3 | 4 | -20 | 0.3 | 0
16 | 0 | -1 | -24 | -0.5 | 29
17 | -1 | -2 | 7 | 0.6 | -3
18 | 8 | -2 | -12 | 1.5 | 10
19 | 10 | 1 | 8 | 0.0 | 2
20 | 9 | 3 | -13 | 0.1 | -5
21 | 4 | 3 | -4 | -0.9 | -10
